GPR35 antagonists = GPR35 antagonists blocking zaprinast-driven arrestin recruitment, primary screen, imaging, U2OS, beta-arrestin-GFP, zaprinast agonist (AID 2058); U2OS GPR35 beta-arrestin-GFP translocation imaging, zaprinast antagonism; higher % means a stronger effect; inhibition, % at 10 µM, or IC50 in µM where a hit was titrated; 0.052% of 290,000 active;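 active = inhibition of at least 50% with at least 30 cells and total cytoplasm GFP at most 10,000,000; inconclusive = under 30 cells or total GFP of 10,000,000 plus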
HIV peptide binding = inhibitors of HIV fusion peptide binding, primary screen, biochemical, uHTS, fluorescence dequenching (AID 1986); cell-free peptide binding, fluorescence dequenching, 30 min; higher % means a stronger effect; one-dose inhibition, % at 20 µM; IC50 in µM for titrated hits; 0.3% of 290,000 active; in the data active = inhibition mostly above about 52%, no sharp cut-off; inactive = mostly below about 76%; also: some results filed as inactive read as strong as hits
Dengue-2 NS5 capping = flavivirus cap methylation enzyme inhibition – biochemical, confirmation dose response, primary screen (AID 588689) | Dengue-2 NS5 methyltransferase capping enzyme assay, biochemical; higher % means a stronger effect | inhibition, % at 25 µM; hits with a dose series show IC50 in µM | 0.3% of 340,000 active; in the data active = a potency from the dose series; inconclusive = inhibition above about 29% without an active follow-up result
Rac1 GTP hydrolysis = MgcRacGAP GTPase-activating activity inhibitors, confirmation, biochemical, ADP Hunter fluorescence | MgcRacGAP-stimulated Rac1 GTP hydrolysis, ADP Hunter fluorescence; higher % means a stronger effect; GST-tagged Rac1 F28L mutant substrate | 0.6% of 340,000 active | AID 624330 | inhibition, % at 30 µM, or IC50 in µM where a hit was titrated;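 active = first-screen hits whose inhibition reached a set limit at any dose in the follow-up dose series; inconclusive = inhibition above the set first-screen limit but never retested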;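 also: fluorescence reports GDP produced by GAP-driven GTP hydrolysis; strong numbers were not always called active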
Large T inhibition = SV40 large T antigen inhibitors, biochemical (AID 1903) | SV40 large T antigen ATPase/helicase inhibition assay; higher % means a stronger effect | inhibition, % at 20 µM; hits with a dose series show IC50 in µM | 0.39% of 310,000 active; in the data active = a potency from the dose series; inconclusive = inhibition mostly from about 32% at the one dose, without a potency; inactive = the rest, 99 in 100 with inhibition below about 32%; also: strong numbers were not always called active
GPR55 antagonists = GPR55 antagonists blocking LPI-driven arrestin recruitment, primary screen, imaging, U2OS, beta-arrestin-GFP, LPI agonist (AID 2013); U2OS GPR55 beta-arrestin-GFP translocation imaging, LPI antagonism; higher % means a stronger effect; inhibition, % at 10 µM, or IC50 in µM where a hit was titrated; 0.13% of 290,000 active;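 active = spots per cell inhibited over 60%, with over 100 cells counted and total cytoplasm intensity under 500,000; inconclusive = wells with under 100 cells, flagged as likely toxic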;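 also: U2OS cells stably carrying GPR55 and arrestin-GFP stimulated by 5 µM LPI near EC80; imaged beta-arrestin-GFP aggregate spots per cell after agonist stimulation; plate controls were LPI-stimulated DMSO wells for no effect and DMSO wells without LPI for full effect; some results filed as inactive read as strong as hits; confirmed hits need IC50 under 10 µM and bright autofluorescent wells are also inconclusive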
RSV CPE inhibition = inhibition of RSV-induced cytopathic effect – HEp-2 cells, primary 10 µM value included (AID 2391); 0.13% of 310,000 active; HEp-2 cells, RSV-induced CPE inhibition; higher % means a stronger effect; CPE inhibition, % at 10 µM, or IC50 in µM where a hit was titrated; in the data active = a potency from the dose series; inconclusive = CPE inhibition mostly from about 23% at the one dose, without a potency; inactive = the rest, 99 in 100 with CPE inhibition below about 21%; also: strong numbers were not always called active
Salmonella PhoP GFP = inhibitors of PhoP regulon expression, primary screen, Salmonella Typhimurium, GFP reporter (AID 1863). 0.16% of 300,000 active. inhibition, % at 50 µM; hits with a dose series show IC50 in µM. S. Typhimurium PhoP-regulated promoter GFP reporter, 4 h; higher % means a stronger effect;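 active = inhibition over 29.93%, a cutoff 3 SD above the screen mean, later confirmed by dose response; inconclusive = inhibition over 29.93% but no dose response follow-up; inactive = inhibition at most 29.93% or unconfirmed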;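 also: 0% = low Mg2+ inducing control and 100% = high Mg2+ repressing control; strong numbers were not always called active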
UTI89 phage lysis = protection from phage-mediated lysis, alamar blue read-out – E. coli UTI89, K1F phage, bacterial capsule biogenesis inhibitors (AID 488966); E. coli UTI89 K1F phage lysis, alamar blue, 2 h; higher % means a stronger effect; one-dose inhibition, % at 100 µM; IC50 in µM for titrated hits; 0.02% of 340,000 active;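 active = phage lysis inhibition, versus mean bacterial control, above a set limit; inconclusive = no clear call, values can overlap the other calls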;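 also: capsule biogenesis inhibitors block K1F phage lysis so surviving cells raise fluorescence; higher fluorescence means more inhibition of phage lysis; actives were called in the ten point dose series up to 300 µM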
The depositor's hits bear a star; u = inconclusive; x = no result given; [ ] = another dose, or the depositor's remark.

Structure | GPR35 antagonists | RSV CPE inhibition | Large T inhibition | Rac1 GTP hydrolysis | GPR55 antagonists | UTI89 phage lysis | HIV peptide binding | Salmonella PhoP GFP | Dengue-2 NS5 capping
COc1cc(OC)cc(C(=O)N2CCN(c3ccc(N4CCOCC4)nn3)CC2)c1 | x | -0.4% | 15% | 0% | x | 0.1%[50 µM] | x | -4% | -2%
O=C(Nc1ccc2c(c1)OCO2)N1CCC(CO)(CC2CCCCO2)CC1 (centres undefined) | 0% | 0.9% | 1% | -8% | -24% | -0.1% | -0.6% | 4% | -4%
CCS(=O)(=O)N1CCN(S(=O)(=O)c2ccc(F)cc2)CC1 | -23% | 0.7% | -2% | 1% | -1% | 5.4% | -0.5% | -5% | 3%
CCCNC(=O)C1CCN(S(=O)(=O)c2ccc3[nH]c(=O)ccc3c2)CC1 | -4% | 0.9% | 4% | -4% | -3% | -1.9% | 1.3% | x | -3%
CC(=O)c1cccc(NC(=O)CN2C(=O)C3C4C=CC(C4)C3C2=O)c1 (centres undefined) | -9% | 0.7% | 13% | -5% | -3% | 0.0% | -1.6% | 6% | -5%
O=c1[nH]nc(CNc2ccc(O)cc2)c2ccccc12 | -9% | 3.7% | u | 32% | 0% | 0.8% | 3.5% | 0% | 52%
CCCOc1cc(C)c(Cl)cc1S(=O)(=O)N(CC)CC | -11% | 2.9% | 10% | -3% | -1% | 2.5% | 1.4% | 5% | -5%
CCCCNC(=O)NS(=O)(=O)c1ccc(C(=O)OC)o1 | 0% | -0.2% | 7% | 0% | 2% | -0.1%[50 µM] | 4.7% | -9% | 2%
Cc1cccc(CNc2ccc(C(CC(N)=O)NC(=O)c3ccccc3)cc2[N+](=O)[O-])c1 (centres undefined) | 11% | -1.0% | 20% | -4% | 9% | 3.3% | -0.4% | 1% | 6%
COc1ccc(N/C=C(\C#N)S(=O)(=O)c2ccc(OC)cc2)cc1 | 6% | 1.1% | 8% | x | 4% | -0.1% | -0.6% | -7% | 5%
CCOC(=O)c1cnc(-n2nc(C)cc2C)nc1NC | -4% | 3.4% | -2% | 8% | -3% | 0.1% | -2.2% | -3% | 8%
CCCCn1c(=O)c(CCC(=O)OCC(=O)Nc2ccc(F)c(Cl)c2)nc2ccccc21 | 0% | 2.3% | 2% | 0% | 9% | -0.7% | 2.9% | 13% | 1%
C=CCSc1cc(C)nc2c(-c3ccccc3)c(C)nn12 | -11% | -1.8% | 13% | 11% | -14% | 1.8% | -1.3% | -10% | -8%
Cc1ccc(-n2c(-c3ccccc3)c[n+]3c2CCc2ccccc2-3)c(C)c1 | -8% | 2.3% | 26% | 8% | 2% | 0.2% | 1.3% | -8% | -6%
Clc1ccc(/C=N/Nc2nnc(-c3ncc[nH]3)c3ccccc23)cc1 | 17% | 0.7% | 7% | 5% | -5% | 0.4% | -1.7% | 4% | -2%
Cc1cc(C)n(CC(=O)N/N=C/c2ccccn2)n1 | 6% | 3.2% | -1% | 8% | -8% | 5.4%[50 µM] | -2.2% | 0% | 0%
O=C(NCCOc1ccccc1F)C1CC(=O)N(c2ccc3c(c2)OCCO3)C1 (centres undefined) | x | -0.1% | x | 2% | x | 0.8%[50 µM] | x | x | 3%
CCOc1ccc(NC(=S)NN2CCN(C)CC2)cc1 | 2% | -0.5% | 10% | 4% | 7% | -2.9% | -1.5% | -10% | -9%
Cc1cc2n(c1)CCn1c(C)ccc1-2 | -2% | 0.7% | 23% | x | 13% | x | 31% | -19% | x
N#CCC(=N)N1CCN(c2ccc(Cl)cc2)CC1 | -6% | 0.2% | 2% | 3% | 6% | 0.1% | -1.5% | -8% | -6%
COc1ccc(Br)cc1S(=O)(=O)N1CCCC1 | -3% | 0.5% | 3% | 5% | 3% | -1.0% | -0.2% | 7% | -6%
Cc1cccc(NC(=S)NC2CCCC2)c1 | 11% | 0.4% | 8% | 6% | 4% | 0.3% | -2.2% | 1% | -1%
COC(=O)C1=C(C)N(c2ccc(S(N)(=O)=O)cc2)C(=O)C1 | -11% | 0.1% | 5% | 1% | 3% | 1.9% | -1.7% | 0% | -3%
O=C(CSc1nnc2ccccn12)Nc1ccc2c(c1)OCO2 | -7% | -0.7% | 5% | 9% | 9% | -0.2% | 1.0% | 1% | -9%
Cc1cccc(NC(=O)CSc2nc(-c3ccccc3)c(C#N)c(=O)[nH]2)c1C | 4% | x | 2% | 10% | 12% | -0.1% | 20% | -5% | 0%
COc1cc(OC)c2c(N)c(C#N)c(C(F)(F)C(F)(F)F)nc2c1 | 7% | 1.6% | -3% | 5% | 4% | 2.3% | -0.3% | 1% | 2%
CCOC(=O)c1ccc(S(=O)(=O)N2CCC(C(=O)NCc3ccccc3OC)CC2)cc1 | x | 1.5% | x | 2% | x | 0.0%[50 µM] | x | x | -5%
CC(C)CN1CCN(Cc2cnc(N3CCOCC3)s2)CC1CCO (centres undefined) | 13% | 9.2% | x | 7% | 0% | 0.2% | 2.3% | x | 1%
O=C(CC1SCCNC1=O)Nc1cccc(Cl)c1 (centres undefined) | 6% | 1.6% | 15% | 6% | -3% | 0.2% | 0.4% | 0% | 6%
Cc1n[nH]c(C)c1S(=O)(=O)N1CCCC(C(=O)Nc2nccs2)C1 (centres undefined) | -13% | 2.9% | 7% | 4% | -11% | 3.8% | -1.1% | -6% | -8%
Cc1ccc(C)c(NC(=O)CN(C)C(=O)CCN2C(=O)c3ccccc3C2=O)c1 | 6% | 0.9% | 4% | 9% | 10% | 0.5% | 0.1% | 7% | -3%
CN(C)c1ccc(NC(=O)c2ccncc2)c2ccccc12 | 7% | -0.7% | 26% | 17% | 13% | 0.8% | 0.0% | -6% | 7%
COC(=O)C1C2C=CC3(CN(c4ccc(Cl)c(F)c4)C(=O)C13)O2 (centres undefined) | 5% | 0.2% | 3% | -2% | -9% | -1.3% | 1.4% | 7% | -4%
S=C(Nc1ccc(Oc2ccccc2)cc1)N(CCCN1CCOCC1)Cc1ccccn1 | 15% | -1.6% | 2% | -1% | 2.7µM* | -0.3% | -1.1% | 0% | 2%
Cc1nn(C(=O)c2cc([N+](=O)[O-])ccc2Cl)c(C)c1Br | -12% | 0.2% | 1% | -13% | 6% | 0.0% | 0.2% | 7% | -7%
CC(C)C(NCc1c(Cl)cccc1Cl)C(=O)O (centres undefined) | 13% | 0.7% | 1% | 8% | -6% | 8.8% | 2.4% | -22% | -4%
COC(=O)CSc1nnc(-c2cccnc2)n1-c1cc(OC)cc(OC)c1 | -15% | 0.3% | 1% | 2% | -3% | 6.1% | -0.2% | 1% | -3%
Cc1cc(C)cc(NC(=S)NC(=O)C2CC2)c1 | -1% | 3.3% | 15% | 7% | 9% | 0.9%[50 µM] | 0.4% | -2% | 4%
CCOc1ccc(Nc2nc(N)c([N+](=O)[O-])c(N3CCN(CC)CC3)n2)cc1 | 22% | -0.7% | -7% | 14% | 3% | 0.2% | -1.2% | 15% | 4%
Cc1cccn2c(=O)nc(SCC(=O)NC3CCCC3)nc12 | x | -0.4% | 10% | 3% | x | 0.4%[50 µM] | x | 0% | 1%
NS(=O)(=O)c1ccc(CCNC(=O)CSc2nc3ccsc3c(=O)n2C2CC2)cc1 | -14% | 0.9% | 12% | -12% | 1% | 1.6% | -0.8% | -13% | -10%
COc1ccc(OCC(=O)N/N=C/c2ccsc2)cc1 | 5% | 1.7% | 8% | 5% | -6% | 0.2% | 0.5% | -8% | -1%
CCN(Cc1ccccc1)C(c1cccs1)c1nnnn1C1CCCCC1 (centres undefined) | -1% | 17% | 0% | 2% | 4% | 0.1% | 0.0% | 6% | -3%
N#C/C(=C\c1ccc(OCc2ccccc2)cc1)C(N)=O | -14% | -0.7% | 8% | 2% | -5% | -2.0% | -0.3% | 3% | -4%
COc1cc2cc3c(N)c(C(=O)NCc4ccco4)sc3nc2cc1OC | -8% | 2.5% | 12% | 11% | 18% | -0.4% | 1.1% | -10% | -12%
CCCCC(=O)NC(c1ccc(Cl)cc1)c1ccc2cccnc2c1O (centres undefined) | x | 3.7% | -3% | 6% | x | 1.8% | x | 13% | -10%
NC(=O)CC(NC(=O)Cc1ccc(Br)cc1)c1ccc(NCCc2ccc(F)cc2)c([N+](=O)[O-])c1 (centres undefined) | 0% | 5.4% | 23% | 4% | 5% | 0.6% | 3.7% | -1% | -2%
Cc1ccc(S(=O)(=O)N(C)c2ccc3sc(C)nc3c2)cc1 | -11% | 0.4% | x | 6% | -10% | 0.4% | -0.6% | x | -11%
Cc1ccc(-c2nc(CS(=O)CC(=O)NCc3ccc4c(c3)OCO4)c(C)o2)cc1 (centres undefined) | -9% | 4.1% | 27% | 4% | -4% | 3.2% | 8.7% | x | -3%
O=C(CNC(=O)c1ccc(Cl)cc1Cl)OCN1C(=O)c2ccccc2C1=O | x | -1.6% | 4% | 2% | x | 0.7%[50 µM] | x | -3% | -1%
COCCCNc1oc(-c2ccccc2Cl)nc1C#N | -6% | 5.2% | 4% | 10% | -16% | 0.0% | 0.6% | -2% | 4%
C=CCOc1ccc(/C=N/NC(=O)C(C)Sc2ccccn2)cc1OC (centres undefined) | -1% | 0.9% | 7% | 7% | 11% | 5.7% | -0.7% | 9% | -7%
COc1ccc(-c2nc(CSCC(=O)NC3CC3)c(C)o2)cc1OC | -9% | 14% | 10% | 7% | 3% | 0.1% | 1.7% | -8% | -12%
CNC(=O)c1cccc(N2CCCC2=O)c1 | -1% | 1.8% | -4% | 2% | -3% | 2.1% | -1.1% | 3% | 5%
COc1cccc(OC)c1C(=O)NC(=S)NNC(=O)[C@H]1C[C@@H]1c1ccccc1 | -6% | 5.4% | 17% | 6% | 4% | -1.2% | 2.1% | -10% | 2%
COc1cccc(NC(=O)CSc2nnc(-c3ccco3)c(-c3ccco3)n2)c1 | -1% | 6.4% | 33% | 24% | -8% | -0.2% | 37% | 1% | 55%
COC(=O)c1cc(S(=O)(=O)N(C)Cc2ccco2)c[nH]1 | -4% | -0.5% | x | -17% | 8% | -0.2% | 1.3% | -3% | 4%
COc1ccc(/C=C/C(=O)NCC(=O)N/N=C/c2cc(Br)ccc2OCc2ccccc2)cc1 | 4% | 2.0% | -3% | 4% | 23% | 0.4% | 0.5% | 8% | -8%
Cc1cc(C)n(Cc2nc3ccccc3n2C)n1 | 10% | 1.1% | 3% | 8% | -4% | -0.5% | 0.6% | 13% | -8%
Cc1ccc(NC(=O)COc2ccc(Br)cn2)cc1 | 10% | 1.5% | 6% | 8% | 0% | 0.0% | 0.6% | 1% | -2%

High-throughput results deposited in PubChem BioAssay by several laboratories.

Hits appear at their usual frequency. About 1.5% of those tested had a hit in this group.
